PAFAH2 inh: PAFAH2 (human) inhibition; Q99487; recombinant PAFAH2, FP-rhodamine activity probe, fluorescence polarization; inhibition, % at 3.39 µM; 0.99% of 340,000 active;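 active means inhibition above the mean over all tested compounds plus 3 SD, cut at about 30% in these data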;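 further: inhibitors block probe labeling of enzyme so polarization drops; 0% = enzyme with DMSO and 100% = wells lacking PAFAH2 protein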
ZTA counter: ZTA (EBV) inhibition in EBNA-1 counter-screen; P03206; ZTA-DNA binding, fluorescence polarization; inhibition, % at 11 µM; 0.15% of 320,000 active; in the data active means inhibition above about 33%
EBNA-1 inhibitor: blocks EBNA-1 binding to DNA; EBNA-1 DNA binding, fluorescence polarization; inhibition, % at 14.8 µM; 0.34% of 300,000 active; AID 1950; in the data active means inhibition above about 28%
LYPLA2 counter: counter-screen for PME1 inhibitors: inhibitors of human LYPLA2. O95372. recombinant LYPLA2, FP-Rh probe fluorescence polarization. inhibition, % at 5.9 µM. 0.38% of 320,000 active;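 active means inhibition above the screen-wide mean plus 3 SD, limit set per campaign, cut at about 26% in these data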;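 further: 0% = LYPLA2 with DMSO and 100% = wells lacking LYPLA2 enzyme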
PAFAH1B3 FP inh: inhibitors of human PAFAH1B3 | Q15102 | recombinant PAFAH1B3, FP-rhodamine probe, fluorescence polarization | inhibition, % at 3.39 µM | 0.28% of 340,000 active;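 active means inhibition above the screen-wide average of all tested compounds plus 3 SD, cut at about 25% in these data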;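 further: 0% = enzyme with DMSO only and 100% = wells lacking PAFAH1B3 protein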
PREPL inh: inhibitors of human prolyl oligopeptidase-like enzyme PREPL; recombinant PREPL, fluorescence polarization activity-based probe; inhibition, % at 5.96 µM; 0.68% of 320,000 active; AID 2751; in the data active means inhibition above about 43%;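 further: 0% = enzyme with DMSO and 100% = wells lacking enzyme; many of its hits are not listed in these tables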
Target sequence (Q4J6C6 whole entry, looked up): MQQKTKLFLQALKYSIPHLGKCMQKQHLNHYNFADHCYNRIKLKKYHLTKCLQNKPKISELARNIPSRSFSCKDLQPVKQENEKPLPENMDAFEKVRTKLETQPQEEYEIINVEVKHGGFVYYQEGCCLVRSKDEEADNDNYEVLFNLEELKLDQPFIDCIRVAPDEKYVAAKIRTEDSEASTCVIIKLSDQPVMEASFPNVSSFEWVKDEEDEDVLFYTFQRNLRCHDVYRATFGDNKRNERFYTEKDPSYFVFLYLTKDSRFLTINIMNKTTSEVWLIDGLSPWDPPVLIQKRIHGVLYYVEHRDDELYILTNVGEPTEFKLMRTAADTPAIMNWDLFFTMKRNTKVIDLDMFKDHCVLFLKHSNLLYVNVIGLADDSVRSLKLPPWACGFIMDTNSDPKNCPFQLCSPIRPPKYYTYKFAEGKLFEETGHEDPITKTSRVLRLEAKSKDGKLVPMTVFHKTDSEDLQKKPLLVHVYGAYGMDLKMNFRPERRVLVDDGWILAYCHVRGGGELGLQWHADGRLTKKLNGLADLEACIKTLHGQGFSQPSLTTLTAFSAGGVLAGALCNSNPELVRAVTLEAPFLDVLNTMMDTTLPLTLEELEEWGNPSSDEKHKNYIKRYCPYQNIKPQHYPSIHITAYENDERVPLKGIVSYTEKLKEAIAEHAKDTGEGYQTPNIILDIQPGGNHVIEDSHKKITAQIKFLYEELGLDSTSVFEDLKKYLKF
pPAFAH FP inh: inhibitors of human plasma PAF acetylhydrolase (pPAFAH). Q13093. recombinant pPAFAH, FP-rhodamine probe fluorescence polarization. inhibition, % at 3.39 µM. 1.5% of 330,000 active;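 active means inhibition above the mean inhibition across the screen plus 3 SD, cut at about 25% in these data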;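 further: inhibitors block binding of the rhodamine activity-based probe so polarization drops; 0% = enzyme with DMSO and 100% = wells lacking pPAFAH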
LYPLA1 inh: counter-screen for PME1 inhibitors: inhibitors of human LYPLA1. inhibition, % at 5.9 µM. 0.16% of 320,000 active. recombinant LYPLA1, FP-Rh probe fluorescence polarization. O75608;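 active means inhibition above the mean of all tested compounds plus 3 SD, set per campaign, cut at about 14% in these data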;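 further: inhibitors block serine hydrolase probe labeling of LYPLA1 so polarization falls; 0% = enzyme with DMSO and 100% = wells lacking LYPLA1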
PAFAH1B2 inh: inhibitors of human PAFAH1B2 | P68402 | recombinant PAFAH1B2, FP-rhodamine activity probe, fluorescence polarization | inhibition, % at 3.39 µM | 1.2% of 340,000 active | AID 492953;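 active means inhibition above the mean of all tested compounds plus 3 SD, cut at about 24% in these data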;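 further: 0% = enzyme with DMSO and 100% = wells lacking PAFAH1B2; many of its hits are not listed in these tables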
* marks the source's active call; other numbers are inactive results; . = no result given; & = joins results of further samples. The list is partial; count on the stated rates, not on these rows.

mol,EBNA-1 inhibitor,PAFAH2 inh,PAFAH1B2 inh,ZTA counter,pPAFAH FP inh,PREPL inh,LYPLA2 counter,LYPLA1 inh,PAFAH1B3 FP inh
CS(=O)(=O)NCCNC(=O)c1cc(OCC(F)(F)F)ccc1OCC(F)(F)F,1,7,3,-20,0,9,1,-3,7
CCSc1ncc(Cl)c(C(=O)Nc2ccc(S(=O)(=O)Nc3ncccn3)cc2)n1,-7,-5,2,10,4,-3,-1,-2,5
NC(=O)c1ccc[n+](CC(=O)NCc2ccc(Cl)cc2)c1,0,-5,1,-13,6,-13,10,3,4
O=C1Nc2ccc([N+](=O)[O-])cc2C1(O)N1CCCCCC1 (centres undefined),-8,0,1,-13,3,10,9,1,-12
CC[n+]1c(/C=C/C=C/N(C(C)=O)c2ccccc2)sc2ccccc21,2,-264,-168,1,6,19,-209,-129,-265
COc1ccccc1C(=O)NCCC(=O)NC(C)c1ccc(-n2ccnc2)cc1 (centres undefined),1,8,3,2,0,17,2,-2,11
Cc1ccc(CS(=O)(=O)CCC(=O)NCCC2=CCCCC2)cc1,0,-6,6,-18,17,3,-3,-2,6
N#C/C(=C(/O)c1ccc(C(=O)c2ccccc2)cc1)c1nc2ccccc2[nH]1,7,0,-2,-5,4,19,5,-1,2
CCCc1cc(C(=O)Cc2ccccn2)c(O)cc1O,-5,-1,4,2,6,0,4,6,2
COc1ccc(S(=O)CC(=O)Nc2ccccc2Cl)cc1 (centres undefined),7,4,3,9,-3,-4,0,0,10
CCC1=C(OC(=O)N(CC)CC)N2C(=O)OC(=NCC3CC3)[C@]2(C)[C@H]2C1=CC[C@H]1C(=O)N(CC)C(=O)[C@H]12,-4,-4,7,8,0,17,-8,-2,4
CCc1n[nH]c(=S)n1/N=C/c1cccc2ccccc12,-11,-3,0,-6,10,6,4,2,7
O=C(N/N=C\c1ccc(CNS(=O)(=O)c2ccc(Cl)cc2)o1)C(=O)Nc1ccc(Oc2ccccc2)cc1,29*,-3,-4,7,6,6,-5,1,-7
Cc1ccc(C(=O)N/C(=C\c2ccc(Cl)cc2)C(=O)NCCN2CCOCC2)cc1,5,-3,3,-10,7,26,3,0,7
C=CCn1c(SCC(=O)c2cc(C)n(Cc3cccs3)c2C)nnc1-c1ccncc1,6,-4,3,5,6,3,-5,-2,0
CC(=O)Nc1ccc(S(=O)(=O)Nc2c(C)n(C)n(-c3ccccc3)c2=O)cc1,0,3,-3,2,1,-2,0,-2,10
O=C1N[C@@H](Cc2ccccc2)C(=O)N1CCN1CCOCC1,-10,0,-2,-9,-1,-6,-9,-4,-4
Clc1ccc(C2=CSC3=Nc4cccc5cccc(c45)N23)cc1,1,12,7,1,13,33,1,1,5
COc1ccc(C)cc1S(=O)(=O)Nc1cccc(Cl)c1Cl,-11,12,6,6,3,-10,1,-2,-1
O=C(Nc1cccc(-c2ccccc2)c1)N1CCN(C(=O)Nc2cccc(-c3ccccc3)c2)CC1,-15,2,4,5,-4,2,-6,-3,6
CCOc1ccc(S(=O)(=O)Nc2ccccc2SC)c2cccnc12,8,0,4,6,7,1,0,1,5
COc1ccccc1NC(=O)c1ccc(NC2=NC3CS(=O)(=O)CC3S2)cc1 (centres undefined),-14,-3,2,-7,1,9,-2,-2,3
COc1ccccc1C(C(=O)NCc1ccc(F)cc1)N(C(=O)c1csnn1)C1CC1 (centres undefined),-9,-4,4,9,8,-6,0,3,7
CC1CCN(C(=O)CSc2nnc(CNC(=O)c3ccc(S(=O)(=O)N(C)C)cc3)o2)CC1,4,10,11,-2,-1,-2,4,-1,-3
CCCc1cc(=O)[nH]c(SCC(=O)c2cc(C)n(CCOC)c2C)n1,-14,-3,1,20,4,4,0,-2,2
Cc1nc2c(ccc3c([N+](=O)[O-])cccc32)c(C)c1C,3,10,7,-7,1,-7,-1,-1,11
Cc1cc(C)nc(N(C#N)Cc2ccc(Cl)cc2)n1,-1,-2,0,-6,-1,-10,1,0,4
COc1ccc(-c2nnn(CC(=O)N3CCN(c4ccccc4OC)CC3)n2)cc1,0,-2,2,10,6,24,1,0,-1
COc1ccc(CCNC(=O)COc2cccc3c2OC(C)(C)C3)cc1OC,-4,-2,5,-16,3,16,-5,-2,1
C/C(=N\NS(=O)(=O)c1ccccc1)c1ccc2c(c1)OCCO2,-12,6,2,-9,8,-11,5,1,6
CNC(=O)c1ncoc1-c1ccc(Cl)cc1,0,1,7,11,6,8,3,-2,8
COC(=O)C(Cc1ccccc1)NC(=O)CC(C)CC(=O)Nc1ccc(OC)cc1OC (centres undefined),12,3,1,-11,-2,1,4,0,8
Cc1cc(C)c(NC(=O)CCCn2c(=O)oc3ccccc32)c(C)c1,.,6,2,9,2,6,2,-2,-6
Cc1cccc(-c2nnc(SCc3ccccc3)o2)c1,1,3,7,4,6,2,-3,-4,1
O=C(NC1CCC(O)CC1)c1cc(-c2ccco2)nc2ccccc12 (centres undefined),6,10,1,18,11,8,-4,-4,6
N#C/C(=C\Nc1ccccc1SC(F)(F)F)c1nc(-c2ccccc2)cs1,4,0,9,-9,1,-7,-7,-1,8
O=C(NCC1CCCO1)c1cccnc1Nc1ccccc1F (centres undefined),-2,1,4,5,2,-10,3,-1,-3
O=C(Nc1ccccc1)NC1(C(=O)NCc2ccco2)CCCCC1,-2,4,3,-7,2,4,0,-1,-2
CCOc1cc(/C=C/C(=O)O)ccc1OCc1ccccc1,2,7,4,9,1,-2,0,-1,4
Cc1nc2ccccc2n1CC(=O)NCc1ccccc1,-6,-5,1,-2,2,8,-1,-1,5
Cc1sc2ncnc(N3CCCCC3)c2c1C,5,-5,2,10,12,3,0,2,5
S=c1[nH]nc(-c2cccs2)n1/N=C/c1cn(-c2ccccc2)nc1-c1ccccc1,11,10,5,7,20,11,-10,-5,6
O=C(NC1CCS(=O)(=O)C1)C1CCCC1 (centres undefined),-9,-2,-3,-6,2,1,0,-1,-4
CN(CCCNC(=O)COc1cc(=O)n(C)c2ccccc12)Cc1ccccc1,3,-3,-2,9,2,18,0,-4,11
COC(=O)c1ccc(-n2c(CCC(=O)O)ccc2-c2ccc(C)cc2)cc1,-4,7,4,11,8,4,-2,3,0
CCCCNC(=O)N(O)C1N(/N=C/c2cccs2)C(=S)SC1(C)C (centres undefined),-2,4,5,-7,-4,2,2,-1,-2
Cc1cc2cc(C#N)c(N3CCN(S(C)(=O)=O)CC3)nc2cc1C,-6,-4,1,-15,4,1,0,-3,3
CS(=O)(=O)N1CCC(C(=O)N2CCN(c3ccccc3)CC2)CC1,-10,.,.,-10,-2,-7,7,0,.
Cc1ccc(Cl)c(OCC(=O)N(C)CC(=O)Nc2ccc(N3CCOCC3)cc2)c1,-2,3,4,7,3,-6,-5,-4,4
CCCc1nc(SCC(=O)N2CCc3ccccc32)c2c(C)c(C)sc2n1,-1,.,.,-5,-3,2,0,1,.
NNC(=O)COc1ccc2oc3c(c2c1)CCCC3,-9,-2,-1,19,3,-15,-6,-7,6
Cc1nc2c(o1)CCc1ccccc1C2N1CCN(C)CC1 (centres undefined),4&-5,-7&-2&3,6&9&-1,22&2,5&1,34&29,0&2,0&0,0&13&2
Cc1c(NC(=O)CSc2ccc(Cl)cc2)cccc1-c1nc2ncccc2o1,2,0,25*,10,18,-36,-7,-3,2
COc1ccccc1-c1cc(C(=O)N/N=C/c2sccc2C)c2ccccc2n1,-3,-2,6,-5,-2,13,-17,-11,8
CCCCC(=O)OCC(=O)c1[nH]c(C)c(C(=O)OCC)c1C,-2,1,-1,-9,2,-7,-2,1,8
CCCCn1c(N)c(N(CC(C)C)C(=O)CC2CCCCC2)c(=O)[nH]c1=O,6,-5,1,-4,-1,-3,1,0,-3
S=c1[nH]nc(-c2cccc(Cl)c2)n1CCN1CCCCC1,3,6,3,-2,4,6,2,5,0
CSc1nc(N(C)C)c2ccccc2n1,6,-7,-5,18,-3,8,-2,3,-2
Cc1c(Nc2nc(C(F)(F)F)nc3ccccc23)c(=O)n(-c2ccccc2)n1C,3,0,-4,11,-1,18,4,3,3
COc1ccc(C)cc1-n1c(-c2ccncc2)n[nH]c1=S,-10,-3,8,-1,5,-5,4,4,9

Going on with the list.
mol,EBNA-1 inhibitor,PAFAH2 inh,PAFAH1B2 inh,ZTA counter,pPAFAH FP inh,PREPL inh,LYPLA2 counter,LYPLA1 inh,PAFAH1B3 FP inh
COc1cccc(NC(=O)COC(=O)COc2ccccc2[N+](=O)[O-])c1,-2,5,5,15,4,8,-1,-3,0
CCOC(=O)c1c(C)[nH]c(=S)c(C#N)c1-c1ccccc1,4,-1,6,-2,2,-11,-3,2,3
Cc1cc(C)nc(SCC(=O)c2ccc(F)c(C)c2)n1,-1,2,0,3,3,16,7,2,9
CCc1cc(/C(Cc2ccccn2)=N\Nc2ccccc2)c(O)cc1O,3,3,0,-12,8,3,2,-1,11
O=C(Nc1ccc(S(=O)(=O)Nc2ccccc2)cc1)C1COc2ccccc2O1 (centres undefined),6,-7,-6,-4,40*,-5,-11,-9,6
CCCCNC(=O)NNC(=O)COc1cc(C)cc(C)c1,6,6,1,-16,5,11,9,3,8
Cc1cc2ncn(C(=O)N3CCCCC3)c2cc1C,8,-4,-4,9,4,-4,5,-4,14
CCOc1ccccc1N(C(=O)CNC(=O)c1ccco1)C(C(=O)NC1CCCC1)c1cccnc1 (centres undefined),14,6,-8,3,2,1,-2,-5,3
Cc1nc(N)c(Br)c(C)c1Br,9,12,0,10,1,2,-12,-2,14
Fc1ccc(-n2c(CN3CCCCC3)n[nH]c2=S)cc1,-8,-7,-1,4,2,3,-7,0,8

Screening results (PubChem BioAssay)
